Screening results (PubChem BioAssay)
NCI-60 one-dose screen, 48 h, at 10 µM unless noted. Numbers give growth in % (100 = growth as untreated, 0 = no growth, -100 = all killed).
HL-60(TB) = HL-60(TB) leukemia cells; AID 1794776; 78,000 compounds, 9% hits; active = growth percent below 10
* hit, by the source's call.

SMILES	HL-60(TB)
CN(C)/N=C/C12C3CC(CC1C(C#N)(C#N)C2(C#N)C#N)C3(C)C (stereo not drawn)	94
CC1CCC2N(C1)CC1C(C(O)C(O)C3(O)C1CC14OC5(O)C(O)CCC1(C)C5CC(O)C34)C2(C)O (stereo not drawn)	105
Cc1csc[n+]1CCC1CCCCC1	96
COc1ccc2c(c1)[n+]([O-])c(C1=NNC(c3cc(OC)c(OC)c(OC)c3)C1)c(C)[n+]2[O-] (stereo not drawn)	100
COc1cc(C(=O)Oc2ccc(/C=C/c3cc(OC(=O)c4cc(OC)c(OC)c(OC)c4)cc(OC(=O)c4cc(OC)c(OC)c(OC)c4)c3)cc2)cc(OC)c1OC	98
COc1cc(C2SC(C)C(=O)N2NC(=O)C(O)(c2ccccc2)c2ccccc2)cc([N+](=O)[O-])c1O (stereo not drawn)	38
COc1cc(/C=N/n2cnc3oc(-c4ccccc4)cc3c2=N)cc(CN2CCOCC2)c1O	89
CCCCCCCCCc1ccc(C(=O)Nc2cc(C)ccc2C(=O)OC)cc1	97
CCOP(=O)(OCC)C(C#N)OC(C)(C)C (stereo not drawn)	101
O=c1cc(-c2cccnc2)oc2c1ccc1ccccc12	83
CC(=O)Nc1ccc(/C=C/C(=O)c2ccc([N+](=O)[O-])cc2)cc1	107
C[C@]12CCC(=O)C=C1CCC1C2CC[C@]2(C)C(=O)/C(=C/c3cnc[nH]3)CC12 (stereo partly drawn)	54
Cc1ccc(S(=O)(=O)NCl)cc1	100
CSCCC(NC(=O)C(CCCCN)NC(=O)C(Cc1c[nH]c2ccccc12)NC(=O)C(CCCCN)NC(=O)C(CCCCN)NC(=O)C(CC(C)C)NC(=O)C(CC(C)C)NC(=O)C(CCCCN)NC(=O)C(Cc1c[nH]c2ccccc12)NC(=O)C(CC(C)C)NC(=O)C(CC(=O)O)NC(=O)C(CO)NC(=O)C(Cc1ccccc1)NC(=O)C(NC(=O)C(CCC(=O)O)NC(=O)C(CCC(N)=O)NC(=O)C(CO)NC(=O)C(CC(C)C)NC(=O)C1CCCN1C(=O)C1CCCN1)C(C)O)C(=O)NC(CCCNC(=N)N)C(=O)NC(CCCNC(=N)N)C(=O)NC(CC(N)=O)C(=O)NC(CCC(N)=O)C(=O)NC(Cc1ccccc1)C(=O)NC(Cc1c[nH]c2ccccc12)C(=O)NC(C(=O)NC(CCCCN)C(=O)NC(C(=O)NC(CCC(N)=O)C(=O)NC(CCCNC(=N)N)C(=O)NCC(=O)O)C(C)C)C(C)C (stereo not drawn)	110
c1ccc2c(CCc3ccncc3)c[nH]c2c1	70
CCOc1cccc(OCC(=O)O)c1	101
COc1cccc(Br)c1OC	100
O=S(=O)(NCCCNc1nccc(-c2c(-c3ccc(F)cc3)nc3sccn23)n1)c1ccccc1	102
COc1ccc(C2CCCCC2=O)cc1 (stereo not drawn)	122
CS(=O)(=O)c1ccc(-c2nc3ccccn3c2-c2nc3ccc(Cl)cc3[nH]2)cc1	87

Nothing new here: 2 of the compounds above.
SMILES	HL-60(TB)
CN(C)/N=C/C12C3CC(CC1C(C#N)(C#N)C2(C#N)C#N)C3(C)C (stereo not drawn)	94
CC1CCC2N(C1)CC1C(C(O)C(O)C3(O)C1CC14OC5(O)C(O)CCC1(C)C5CC(O)C34)C2(C)O (stereo not drawn)	105

Next records follow.
SMILES	HL-60(TB)
COc1cc(/C(Cl)=C/C=C/C(=O)c2c(C)[n+]([O-])c3ccc(Cl)cc3[n+]2[O-])cc(OC)c1OC	12
O=C(O)c1ccc(-n2c(=O)c3ccccc3c3ccccc3c2=O)cc1	84
CC(C)(C)[C@H](NC(=O)c1cn(Cc2ccccc2)c2ccccc12)C(N)=O	83
CCOP(=O)(O)Cc1c(Cl)c(Cl)c(CP(=O)(O)OCC)c(Cl)c1Cl	75
Cc1cc(N(C)C)nc(SCc2ccc(F)cc2)n1	89
Cc1cc(-c2ccco2)c(C#N)c(=O)n1C(=O)c1ccccc1	109
COc1cc(C2C3=C(COC3=O)Nc3cc4c(cc32)CCC4)cc2c1OCO2 (stereo not drawn)	10
O=C1CC(N2C(=O)/C(=C/c3cccnc3)SC2=S)C(=O)N1c1ccc(Cl)cc1 (stereo not drawn)	99
Cc1nc(NC(=O)COc2cccc(/C=C3\Cc4ccc(Cl)cc4C3=O)c2)sc1C	123
CC1(C)CC(=O)C(Cc2cn(-c3ccccc3O)nn2)(Cc2cn(-c3ccccc3O)nn2)C(=O)C1	107
CN(C)CCCn1c2c(c3cnccc3c1=O)C(=O)c1ccccc1-2	2.3*
O=C(CNC(=O)NCC1CCC(F)CC1)NC1NC2CCCCC2N1 (stereo not drawn)	99
C=CCn1c(-c2nc3ccc(C(=C(C#N)C#N)c4ccccc4)cc3[nH]2)cc2cc(-c3ccc(C=O)cc3)ccc21	83
O=C(N/N=C1/C2CC3C(C2CO)[C@H]13)c1ccncc1 (stereo partly drawn)	96
CN1CCN(C(=O)COc2ccc(C=C3C(=O)NC(=O)NC3=O)cc2)CC1	99
CCc1c([N+](=O)[O-])cc2c(c1[N+](=O)[O-])C(C)(C)CCC2(C)C	100
O=C1C[C@H](c2cccc3ccccc23)Cc2ccccc2O1	102
C[N+](C)(C)CC(=O)N/N=C\c1cccs1	109
C=C(CBr)[C@@H]1CC[C@]2(C)[C@H](CC[C@@H]3[C@@H]4[C@H]5OC(=O)[C@@]4(CCC5(C)C)CC[C@]32C)[C@@]1(C)CCC#N	98
COc1cc([N+](=O)[O-])ccc1NC(=O)C(F)(F)F	93
CC(C)Oc1nc2c(c(=O)n(C)c(=O)n2C)n1C	95
COc1ccc(C2c3c(ccc4ccccc34)Oc3ccc4ccccc4c32)cc1	107
O=[N+]([O-])CC1=CCCCC1	73
C#CC(=O)O	100
O=[N+]([O-])c1cccc(/C=C\C=C\c2ccccc2)c1	100
OCC1CN1C1CCCCC1 (stereo not drawn)	72
COc1ccc(-c2[nH]ncc2Nc2cc(OC)c(OC)c(OC)c2)cc1	32
COc1ccc(CCNc2nc3c(c(=O)n(Cc4ccc(Cl)c(Cl)c4)c(=O)n3C)n2C)cc1OC	115
O=C1NC(=S)NC(=O)C1=Cc1cc(-c2ccccc2)n(-c2ccccc2)n1	98
COc1ccc(OC)c(-c2cc(-c3ccc(Cl)cc3)c(C#N)c(SC)n2)c1	79
O=C1CC(c2ccsc2)c2snc(-c3cccc(F)c3)c2N1 (stereo not drawn)	87
COc1ccc(-c2c(NC(=O)Nc3ccc(OC(F)(F)F)cc3)cnn2-c2ccc(S(N)(=O)=O)cc2)cc1	50
CC1=C(C(=O)OC(C)C)C(c2cccc(O)c2)NC(=O)N1 (stereo not drawn)	97
COc1ccc(CCC2CCCC2C2CC2)cc1 (stereo not drawn)	97
C=CCNS(=O)(=O)c1ccccc1	92
O=[N+]([O-])c1ccc(Cc2ccc([N+](=O)[O-])cc2)cc1	90
COc1ccc(NC(=O)CN)cc1	48
CC(COS(=O)(=O)Cc1ccccc1)OS(=O)(=O)Cc1ccccc1 (stereo not drawn)	82
Nc1ccc(S(=O)(=O)NN=C2CCCC2)cc1	80
Cc1c(/C=N\Nc2ccccc2)[nH]c(=O)[nH]c1=O	83
O=C1CNC(=O)CN1	62
COc1ccc2oc3c4[nH]c5ccccc5c4c4c(c3c2c1)C(=O)NC4=O	127
COc1ccc(/C=N/N2CC(C)OC(C)C2)cc1OC1CCCC1 (stereo not drawn)	96
COc1cc(CN(CCC(O)N2CCCC2=O)Cc2ccc3c(c2)OCO3)cc(OC)c1OC (stereo not drawn)	91
OCCc1cccc(C(F)(F)F)c1	64
O=[N+]([O-])c1ccc(/C=N/c2nn[nH]n2)cc1 (tested in a mixture with another compound)	103
CN(C)c1ccc(/C=N/n2c(-c3cc(F)c(Cl)cc3Cl)nn(CNc3ccc(F)cc3)c2=S)cc1	77
Cc1ccc(C(=O)c2c(C(=O)N(C)N)noc2-c2ccc(C)cc2)cc1	105
CCNC(=O)Nc1ncccc1OCc1ccc(F)cc1	95
CCOC(=O)[C@]1(C)C(=O)N2c3cc(O[Si](C(C)C)(C(C)C)C(C)C)cc4c3[C@H](C(C)=C[C@@]2(CC)C1=O)[C@@H](C)C4=O	109
Cc1ccc(S(=O)(=O)Oc2cc3oc(=O)c4c(c3cc2Cl)CCCCC4)cc1	84
Cc1c2c(c(C)c3c1[nH]c1ccccc13)C(=O)N(CCCO)C2=O	90
CCc1ccc([N+](=O)[O-])cc1	72
CS(=O)(=O)Nc1ccc(C(=O)NC(C(=O)NO)c2ccc(-c3ccncc3)cc2)cc1 (stereo not drawn)	106
CSc1nc(N)nc2c1ncn2C	76
CNCCc1ccc(OC)c(OC)c1	104
O=[N+]([O-])c1ccc(OP(=O)(O)Oc2ccc([N+](=O)[O-])cc2)cc1	109
c1cc2ccc3cc2cc1CNCCOCCNCc1ccc2ccc(cc2c1)CNCCOCCNC3	16
COc1ccc(/C=C2\C=C(c3ccc(F)cc3)N(Cc3ccc(F)cc3)C2=O)cc1OC	120
O=c1c2ccccc2nc(N/N=C/c2ccc(Oc3ccc(Cl)cc3)cc2)n1-c1ccc(Cl)cc1	110

Fetched one by one from the entries so far, 5 records:
SMILES	HL-60(TB)
Cc1ccc(S(=O)(=O)Oc2cc3oc(=O)c4c(c3cc2Cl)CCCCC4)cc1	84
CCOC(=O)[C@]1(C)C(=O)N2c3cc(O[Si](C(C)C)(C(C)C)C(C)C)cc4c3[C@H](C(C)=C[C@@]2(CC)C1=O)[C@@H](C)C4=O	109
O=C1CNC(=O)CN1	62
Cc1ccc(C(=O)c2c(C(=O)N(C)N)noc2-c2ccc(C)cc2)cc1	105
CNCCc1ccc(OC)c(OC)c1	104

Further structures follow.
SMILES	HL-60(TB)
C/C(=N/NC(N)=S)c1sc(Nc2ccc(O)cc2)nc1C	94
CCCCCCCCCCCCCCCc1ccc(N)c(OC2OC(COC(C)=O)C(OC(C)=O)C(OC(C)=O)C2OC(C)=O)c1 (stereo not drawn)	105
Cc1ccc(S(=O)(=O)Nc2ccsc2-c2nc(-c3ccccc3)no2)cc1	82
COc1ccc2nc(-c3ccc(Cl)cc3)cc(-c3nnc(SCC(=O)c4ccccc4)n3-c3ccccc3)c2c1	98
Cc1nn(-c2ccccc2)c(Oc2c(Cl)cccc2Cl)c1/C=N/NC(=O)Cn1c(=O)sc2ccccc21	76
O=S(=O)(O)C(O)CC=C(C(O)S(=O)(=O)O)C(O)S(=O)(=O)O (stereo not drawn)	110
O=C(c1ccc(O)cc1)[C@@H]1CN[C@]2(C(=O)Nc3ccccc32)[C@H]1c1ccc(F)cc1	114
CCCCCCC(=O)C1C(=O)c2ccccc2C1=O	135
O/N=C1\C2CC=C(c3ccccc3)C1CCC2 (stereo not drawn)	50
O=C(N/N=C\c1cc(Cl)ccc1[N+](=O)[O-])c1ccco1	107
COc1ccc2cc([C@H](C)C(=O)O)ccc2c1	97
COc1ccc(NN)cc1	71
Fc1cc(-c2nnc3n2NC(=Nc2cc(Cl)c(Cl)cc2Cl)CS3)c(Cl)cc1Cl	78
CO/N=C(\c1ccccc1)c1oc2ccc(N)cc2c1C	75
O=C(O)c1cc(-c2cccc3ccccc23)nc2ccccc12	101
CC1(COc2ccc3ncc(C#Cc4cncc(C(=O)Nc5ccc(C#N)c(C(F)(F)F)c5)c4)n3n2)COC1	94
Cc1cc(-c2ccccc2)[nH]c1-c1nccc2ccccc12	87
CC1NC(=O)NC1CCCCCC(=O)O (stereo not drawn)	107
O=C1/C(=C2\SC(=S)N(C3CCCC3)C2=O)SC(=S)N1C1CCCC1	100
COc1ccc(/C=c2\nc3n(-c4ccccc4)c4nc5c6c(sc5c(=N)n4n-3c2=O)CCCC6)cc1	101
O=c1[nH]c2cc([N+](=O)[O-])ccc2c2ccccc12	88
CCCCCCCCCCCCCCCCCCOc1ccccc1COP(=O)(O)OOCC[N+](C)(C)C	-42*
C=C(C)[C@@H]1CC[C@]2(C(=O)N3CCN(C)CC3)CC[C@]3(C)[C@H](CC[C@@H]4[C@@](C)(CCC#N)[C@H](C(=C)C)CC[C@]43C)[C@@H]12	91
Nc1cc(S(=O)(=O)O)ccc1S(=O)(=O)O	83
c1ccc2sc(SCCCn3ccnc3)nc2c1	110
O=C(N/N=C/c1c[nH]c2ccccc12)Nc1ccc(F)cc1	35
Cc1ccc(N)cc1C	86
O=C(O)CCC(=O)/C=C\c1ccc2c(c1)OCO2	52
Clc1ccc2c(c1)C1CC(c3ccccc3)=NN1C(c1ccncc1)O2 (stereo not drawn)	94
COc1ccccc1Cn1cc2c(c1)-c1oncc1CC2	1.4*
Cc1cc2c(F)c(Oc3ncnc(Nc4ccc(N5C[C@@H](C)N[C@@H](C)C5)cc4)c3C#N)cc(F)c2[nH]1	-55*
O=C(Cc1c(F)cccc1Cl)Nc1ccc(S(=O)(=O)Nc2ncccn2)cc1	120

Compounds listed so far that have a CF3 group, in the order listed:
SMILES	HL-60(TB)
COc1cc([N+](=O)[O-])ccc1NC(=O)C(F)(F)F	93
COc1ccc(-c2c(NC(=O)Nc3ccc(OC(F)(F)F)cc3)cnn2-c2ccc(S(N)(=O)=O)cc2)cc1	50
OCCc1cccc(C(F)(F)F)c1	64
CC1(COc2ccc3ncc(C#Cc4cncc(C(=O)Nc5ccc(C#N)c(C(F)(F)F)c5)c4)n3n2)COC1	94

An excerpt (hit frequency here may not be typical).
